High-throughput results (PubChem)
TTR transcr act = increases transthyretin transcription | SH-SY5Y TTR promoter Gaussia luciferase, luminescence; 100% = recombinant luciferase protein wells | activation, % at 16.7 µM | actives 1.3% (n = 92,000);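 active = activation above the mean of all tested compounds plus 3 SD, cut at about 9.5% in these data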;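 note: cells exposed to compounds for one day before reading; 0% = median of all test compound wells on the plate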
* = called active by the depositor. These rows are one share of the data, so the mix of outcomes need not match the whole.

SMILES | TTR transcr act
O=C(Nc1cc([N+](=O)[O-])ccc1F)c1ccc2c(c1)OCCO2 | 8.1
CC(NC(=O)c1ccnc(C(C)(C)C)c1)c1ccccc1 (stereo unspecified) | -1.5
CC(=O)N1CCN(C(=S)NC(=O)c2ccc(F)cc2)CC1 | 1.2
COCCNC(=O)C1(C)CCN(Cc2ccccc2C#N)C1 (stereo unspecified) | 0.9
COc1ccccc1Nc1c([N+](=O)[O-])cc(C)cc1[N+](=O)[O-] | -1.9
Cn1c(NC(=O)c2ccc(Cl)cc2)c(-c2ccccn2)c(=O)c2ccccc21 | 0.1
COc1ccc(CNC(=O)C2CCN(C(=O)c3ccc(F)cc3)CC2)cc1OC | 0.7
CCN(CC)C(=O)Cn1cc(S(=O)(=O)CC(=O)NCc2ccc(F)cc2)c2ccccc21 | -1.2
Nc1c(C(=O)NCc2ccc(Cl)cc2)sc2nc3c(c(C(F)(F)F)c12)CCC3 | 2.5
CC(=O)Nc1sc(C)c(C)c1C(=O)OCC(=O)Nc1cc(S(=O)(=O)N2CCCCC2)ccc1Cl | 2.3
CCOC(=O)CC1C(=O)NCCN1Cc1cccc(C(F)(F)F)c1 (stereo unspecified) | 1.2
CCOCCOC(=O)c1ccc(-n2cncn2)nc1 | 0.2
N#C/C(=C\c1ccc([N+](=O)[O-])o1)c1nc2ccccc2[nH]1 | -6.9
COc1ccc(OC)c(NC(=O)C2CCCN(S(=O)(=O)c3c(C)nn(C)c3C)C2)c1 (stereo unspecified) | -1.6
CCOC(=O)c1cnc2cc(F)c(F)cc2c1N1CCN(C)CC1 | -0.3
CCOC(=O)c1cnc(SCC#N)nc1N | 1.4
Cc1cccc(NC(=S)NC(=O)c2ccc(Br)o2)c1C | -2.0
Nc1c(Cl)ncnc1N/N=C/c1ccc2ccccc2n1 | -5.7
CC(=O)Nc1sc2c(c1C(c1ccc(F)cc1)N1CCOCC1)CCCC2 (stereo unspecified) | -3.2
COc1ccc(S(=O)(=O)N2CCN(CC(=O)Nc3ccc(C)c(F)c3)CC2)cc1 | -1.4
O=C(NCc1ccccc1)c1noc2c1CCCC2 | -0.8
O=C(CNC(=O)c1ccco1)NCc1nc2ccccc2[nH]1 | -1.3
CCOc1cc(C2c3c(n[nH]c3C)C(=O)N2c2ccc(Br)cc2)ccc1O (stereo unspecified) | 2.4
COCC(=O)N(C)[C@H]1C[C@H]2c3cc(-c4ccccc4)ccc3CCN2C(=O)[C@H]1[C@H](C)O | -0.3
CC(OC(=O)c1ccc2c(=O)n3c(nc2c1)CCCCC3)C(=O)Nc1ccc(Cl)cn1 (stereo unspecified) | 0.2

Grouped by structure: the entries above containing a furan ring, fused or not.
SMILES | TTR transcr act
N#C/C(=C\c1ccc([N+](=O)[O-])o1)c1nc2ccccc2[nH]1 | -6.9
Cc1cccc(NC(=S)NC(=O)c2ccc(Br)o2)c1C | -2.0
O=C(CNC(=O)c1ccco1)NCc1nc2ccccc2[nH]1 | -1.3

Remaining list, next part:
SMILES | TTR transcr act
CCCCC(=O)NC(c1ccc(Cl)cc1Cl)c1ccc2cccnc2c1O (stereo unspecified) | -0.6
O=c1[nH]c2ccccc2n1Cc1ccccc1 | -2.3
OC(Cn1nnc2ccccc21)Cn1c(C(F)(F)F)nc2ccccc21 (stereo unspecified) | 0.5
COc1cccc(CNC(=O)c2ccc(OCC(=O)N3CCOCC3)c(OC)c2)c1 | 3.9
O=C(c1cccc(F)c1)N1CCN(Cc2ccco2)CC1 | 2.4
Cc1cc(NC(=O)CSCCc2ccncc2)no1 | 1.4
COCCOC(=O)C1=C(C)N=C2SCCC(=O)N2C1c1ccc(OC(=O)c2ccco2)cc1 (stereo unspecified) | 3.8
COC(=O)C1=C(C)NC(C)=C(C(=O)OC)C1C(=O)OCc1nc2cc(C(=O)OC)ccc2c(=O)[nH]1 | -1.1
C=C(C)CN1C(=O)C2(OCCO2)c2cc(Br)ccc21 | 1.5
COc1ccc(NC(=S)N2CCC(NC(=O)c3cccc(F)c3)CC2)cc1 | 0.4
COc1cccc(-c2cnc(C(O)c3ccccc3OC)[nH]2)c1 (stereo unspecified) | 9.7*
CCCN(CCC)CCCNC(=O)CC(C(=O)N1CCc2ccccc21)n1ccnc1 (stereo unspecified) | -0.9
COc1ccccc1N1C(=O)[C@@H]2C(C(=O)CN3C(=O)c4ccccc4C3=O)=NN[C@@H]2C1=O | -0.5
C=CCOc1ccc(C2C(C(=O)c3ccco3)=C(O)C(=O)N2CCCN(CC)CC)cc1 (stereo unspecified) | 2.3
CN(C)CCN(C(=O)c1ccc(S(=O)(=O)N(C)c2ccccc2)cc1)c1nc2cc3c(cc2s1)OCO3 | 2.2
COc1ccccc1NC(=O)CSc1nnc(-c2ccccn2)o1 | 0.3
CCn1c(SCC(=O)N2CCOCC2)nc2c(c1=O)SC(C)C2 (stereo unspecified) | 4.7
N=C1C(c2nc3ccccc3s2)=C(O)CN1C1CCC(O)CC1 (stereo unspecified) | -0.5
Fc1c(F)c(C(F)(F)F)c(F)c(F)c1N1CCN(c2ccc3nnc(C(F)(F)F)n3n2)CC1 | 7.4
O=C(CC1C(=O)NCCN1C(=O)Nc1ccc(Cl)cc1)Nc1ccc(F)cc1 (stereo unspecified) | -1.0
CCOc1cc(/C=C2\N=C(C)OC2=O)cc(Br)c1OCCc1ccccc1 | 3.8
Cc1cccc(C(=O)N[C@H](C(=O)Nc2ncc(C)s2)C(C)C)c1 | 1.2
CCc1nc2ccc(C(=O)NCCCn3ccnc3)cn2c1N(C)CCC(C)C | 0.7
N#Cc1ccccc1NC(=O)COC(=O)/C=C/c1cn(-c2ccccc2)nc1-c1ccc(Cl)cc1 | -1.4
C=CCN1C(=O)[C@H](CC(=O)N2CCN(C(=O)OCC)CC2)[C@@]2(C(=O)OCC)CCCC=C12 | -0.3

In the list so far, three have a thiophene ring, fused or not:
SMILES | TTR transcr act
Nc1c(C(=O)NCc2ccc(Cl)cc2)sc2nc3c(c(C(F)(F)F)c12)CCC3 | 2.5
CC(=O)Nc1sc(C)c(C)c1C(=O)OCC(=O)Nc1cc(S(=O)(=O)N2CCCCC2)ccc1Cl | 2.3
CC(=O)Nc1sc2c(c1C(c1ccc(F)cc1)N1CCOCC1)CCCC2 (stereo unspecified) | -3.2

(listing goes on)
SMILES | TTR transcr act
O=C(COC(=O)C1CC2C=CC1C2)Nc1ccccc1[N+](=O)[O-] (stereo unspecified) | 0.2
COc1cccc(C(=O)Nc2cc3c(cc2Cl)OCCCO3)c1 | 1.8
COc1cc(-c2n[nH]c(=S)n2-c2ccccc2C(F)(F)F)cc(OC)c1OC | 9.9*
COc1ccc(C(=O)N[C@@H]2CC[C@@]34CCCN3C(=O)CCC[C@H]4[C@H]2C)cc1 | -0.3
CCOC(=O)CCCCCC(=O)Nc1ccc2c(c1)C(=O)N([C@@H](C)CO)C[C@H](C)[C@H](CN(C)S(=O)(=O)c1ccc(OC)cc1)OCCCC[C@H](C)O2 | 1.2
CCOC(=O)N1CCN(C(=O)Nc2ccc3oc(C)nc3c2)CC1 | 1.1
COC(=O)/C(C#N)=C/c1c(N2CCCCCC2)nc2c(C)cccn2c1=O | -2.1
O=C(CCn1c(=O)oc2ccccc21)Nc1cccc([N+](=O)[O-])c1 | -1.2
Cc1cc(C)cc(N(CC(=O)N2CCC(C)CC2)S(=O)(=O)c2ccccc2)c1 | -0.9
CCOC(=O)N1CCN(C(=O)CSc2ccc3nnc(-c4ccccn4)n3n2)CC1 | -0.7
CCS(=O)(=O)N1CCC(C(=O)OCC(=O)c2ccc(Br)cc2)CC1 | -0.8
COc1ccccc1NC(=O)c1ccc2c(c1)C(=O)N(c1ccccc1OC)C2=O | -1.3
CCCCC/C=C/C1=CC(=O)C[C@H](c2ccc(OC)c(OC)c2)C1 | -0.5
C/C(CS(=O)(=O)c1ccc(Cl)c(Cl)c1)=N/NC(N)=S | 4.7
CCOC(=O)c1cn(CC(=O)Nc2cccc(F)c2)nn1 | -1.2
Cc1cc(OCC(=O)Nc2ccncc2)cc(C)c1Cl | -3.2
COc1ccc(NC(=O)C(=O)NCCO)cc1Cl | -0.2
Cc1cccc(C)c1OCC(O)Cn1ccnc1C (stereo unspecified) | -0.7
CCCCNC(=S)N1CCN(CC)CC1 | 2.0
Cc1ccc(N2CC(C(=O)Nc3nnc(SCC(N)=O)s3)CC2=O)cc1C (stereo unspecified) | 5.0
CC1CCCCN1C(=O)CSc1nc2ncccc2[nH]1 (stereo unspecified) | -2.1
COC(=O)c1cccnc1Oc1ccccc1 | 2.7
NS(=O)(=O)c1ccc(S(=O)(=O)NCCc2ccccc2)cc1 | -1.9
CCCOc1ccc2oc(=O)c3c(c2c1)CCCN3C(=O)CN1CCCC(C(=O)OCC)C1 (stereo unspecified) | 1.3
CCN(CC)CCNS(=O)(=O)c1ccc(/C=C/C(=O)O)cc1 | -0.2
SMILES | TTR transcr act
CCN(CC)CCn1c2ccccc2c2n[nH]c(=S)nc21 | -0.5
CC(C)P(=O)(c1cccc(C(=O)O)c1)C(C)C | 1.4
CNc1oc(-c2cccc3ccccc23)nc1C#N | 0.3
CCCC1N2CC3([N+](=O)[O-])CN1CC([N+](=O)[O-])(C2)C3(C)C (stereo unspecified) | 8.4
N#Cc1cccn1-c1nccs1 | -0.2
Cc1cc(C)c(C(=O)N2CCCC(C(=O)c3cc(F)ccc3F)C2)o1 (stereo unspecified) | 2.6
O=C(COC(=O)/C=C/c1ccccc1[N+](=O)[O-])NC(=O)NC1CCCC1 | 1.6
O=C(O)c1ccc(-c2nc3ccccc3[nH]2)cc1 | 6.9
COc1cc([N+](=O)[O-])ccc1NC(=O)CN(C)C | 2.5
Cc1ccc(S(=O)(=O)N2CCOCC2)cc1C(=O)OCC(=O)N(Cc1ccccc1)C(C)C | -0.4
CC(C)C[C@@H](NC(=O)OC(C)(C)C)C(=O)N1O[C@]23C=C[C@]14C[C@@H](O)CC[C@]4(C)C2CC[C@]1(C)[C@@H]([C@H](C)/C=C/[C@H](C)C(C)C)CC[C@H]13 (stereo partly specified) | 1.8
CCOc1c(Br)cc(/C=N\NC(=O)c2ccccc2)cc1OC | -3.1
CN1CCC(N(C)C(=O)c2cc(S(=O)(=O)N3CCOCC3)ccc2Cl)CC1 | 1.1
C=CCc1c(OC)ccc2ccc(=O)oc12 | 2.5
COc1ncnc2c1ncn2CCCN(C)Cc1ccco1 | -0.7
CC(C)(C)n1nnnc1C(C1CC1)N1CCN(C/C=C/c2ccccc2)CC1 (stereo unspecified) | 1.8
O=C1NC(=O)C2(CCCCC2C2CCCCC2)N1 (stereo unspecified) | -1.2
CC(C)CNC(=O)C1(C)CCCN1C(=O)c1csnn1 (stereo unspecified) | 1.1
Cc1ccc(C)c(S(=O)(=O)Nc2ccc(O)c(Sc3ncn[nH]3)c2)c1 | 0.9
CN(CCOC(=O)/C=C/c1ccco1)Cc1ccccc1 | 0.4
CCc1nnc(NC(=O)c2cc(-c3ccncc3)nc3ccccc23)s1 | -1.0
Cc1ccc(NC(=O)CSC2=NN3CCCC(=O)N=C3S2)c(C)c1 | -0.4
Cc1ncoc1C(=O)NC1CCCc2c1cnn2-c1cc(F)cc(F)c1 (stereo unspecified) | 1.5
CNc1nc(Nc2ccccc2)nc(OCC(F)(F)F)n1 | -2.5
COc1ccc(S(=O)(=O)NCC(=O)N(CC(=O)NCc2ccco2)Cc2ccc(F)cc2)cc1 | 0.3
SMILES | TTR transcr act
CCOC(=O)CCc1nc2ccccc2[nH]c1=O | 2.2
Cc1ccc(C)c(N2CCN(C(=O)c3ccc(CS(=O)Cc4ccc(Cl)cc4)o3)CC2)c1 (stereo unspecified) | -0.1
O=S(=O)(NCCN1CCCC1)c1ccc(Br)cc1 | 3.8
CCCCc1c(O)n2c(nc3ccccc32)[nH]c1=O | -0.1
CC[C@@]1(c2cccc(C)c2)C(=O)N(C(=O)OC)N1C(=O)OC | 3.0
Cc1cc(NC(=O)c2cc(C)on2)no1 | 4.4
CC(=O)c1ccc(N=Nc2c(C)[nH][nH]c2=O)cc1 | -3.3
O=C1Nc2ccc(F)cc2C12Nc1ccccc1-c1nnc(SCc3ccccc3F)nc1O2 (stereo unspecified) | -1.9
C=CCN1[C@H](CC(C)C)COc2cccc(F)c2S1(=O)=O | 0.1
Cc1nn(CC(C)C)c(Cl)c1C(=O)N(C)CC(=O)Nc1c(Cl)cccc1Cl | -1.0
NS(=O)(=O)c1ccc(CCNC(=O)CSc2nc3ccccc3c(=O)n2CCN2CCOCC2)cc1 | 0.0
COc1ccc(C(=O)C[N+]2(C)CCOCC2)cc1 | 1.3
COCCN(CC(=O)Nc1cccc(C)c1C)C(=O)C1(c2ccc(Cl)cc2)CCC1 | -2.5
COC(=O)C(C(=O)OC)c1ccccc1NS(=O)(=O)c1ccc(C)cc1 | -0.2
Cc1ccn2cc(-c3ccc(Br)cc3)nc2c1 | -2.7
O=C(Cc1ccccc1[N+](=O)[O-])NCC(=O)c1ccc2c(c1)OCO2 | 0.6
COc1ccc(N(C(=O)CNC(=O)c2ccco2)C(C(=O)NC2CCCCC2)c2cccnc2)cc1 (stereo unspecified) | 2.7
COc1ccc2c(Cl)c(C(=O)NCc3ccco3)sc2c1 | -1.6
O=C(NCc1ccco1)Nc1cccc2ccccc12 | -0.3
O=C(Nc1c(-c2ccc(F)c(F)c2)nc2ncccn12)C1CC1 | -1.3

3 compounds out of the list above, sorted by the number in TTR transcr act, lowest first.
SMILES | TTR transcr act
Cc1ccc(C)c(N2CCN(C(=O)c3ccc(CS(=O)Cc4ccc(Cl)cc4)o3)CC2)c1 (stereo unspecified) | -0.1
CC[C@@]1(c2cccc(C)c2)C(=O)N(C(=O)OC)N1C(=O)OC | 3.0
O=S(=O)(NCCN1CCCC1)c1ccc(Br)cc1 | 3.8
